Screens as filed in PubChem.
FBW7 act = activators of human E3 ligase FBW7; Q969H0; AlphaScreen FBW7–phospho-cyclin E peptide binding, activator screen; normalized activity (activation), % at 26.1 µM; 0.13% of 650,000 active; AID 1259310; in the data active = normalized activity above about 1.9%;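 note: purified mutant Fbw7 with reduced substrate affinity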
Target sequence (Q969H0 whole entry, looked up): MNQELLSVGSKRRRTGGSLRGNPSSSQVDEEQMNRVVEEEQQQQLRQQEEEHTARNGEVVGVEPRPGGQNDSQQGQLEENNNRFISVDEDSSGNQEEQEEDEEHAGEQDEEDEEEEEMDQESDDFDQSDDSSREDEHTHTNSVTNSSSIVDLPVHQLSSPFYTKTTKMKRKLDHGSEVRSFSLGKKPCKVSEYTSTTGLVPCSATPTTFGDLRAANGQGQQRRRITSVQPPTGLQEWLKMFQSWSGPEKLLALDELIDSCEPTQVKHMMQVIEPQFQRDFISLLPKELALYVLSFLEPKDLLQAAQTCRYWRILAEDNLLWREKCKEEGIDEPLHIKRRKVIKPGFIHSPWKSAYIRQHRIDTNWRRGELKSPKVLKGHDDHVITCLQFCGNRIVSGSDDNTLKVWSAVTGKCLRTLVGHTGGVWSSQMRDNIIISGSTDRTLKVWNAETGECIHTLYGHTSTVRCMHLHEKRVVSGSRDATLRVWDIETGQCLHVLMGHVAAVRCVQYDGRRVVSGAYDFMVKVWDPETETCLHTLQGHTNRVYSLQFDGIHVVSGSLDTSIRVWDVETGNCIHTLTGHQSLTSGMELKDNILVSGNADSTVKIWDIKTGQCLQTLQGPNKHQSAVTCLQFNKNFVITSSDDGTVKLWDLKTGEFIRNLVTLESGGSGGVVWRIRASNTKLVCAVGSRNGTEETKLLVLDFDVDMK
GPR151 ag = activators of human GPR151. PathHunter beta-arrestin GPR151 cells, luminescence. activation, % at 11.2 µM. 1% of 650,000 active. AID 1508602; in the data active = activation above about 4.9%;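 note: 0% = median of compound wells and 100% = cells with positive control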
TEAD-YAP block = TEAD-YAP interaction inhibition; HEK-TIYL cells, TEAD-Gal4/YAP UAS-luciferase luminescence; inhibition, % at 9.12 µM; 1.4% of 640,000 active; AID 1259422; in the data active = inhibition above about 32%;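 note: 0% = median of test compound wells and 100% = reference inhibitor wells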
MITF inh = blocks human microphthalmia-associated transcription factor. AlphaScreen MITF homodimerization, bead proximity signal. AID 1259374. O75030. 0.91% of 650,000 active. inhibition, % at 2.6 µM; in the data active = inhibition above about 50%;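 note: 0% = vehicle wells with protein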
* marks the source's active call; other numbers are inactive results; & = joins results of further samples; ! = repeats disagree.

Letters: A = FBW7 act; B = GPR151 ag; C = TEAD-YAP block; D = MITF inh
molecule: OCCC1CCCCN1c1ccnc2c(-c3ccc(CO)cc3)cnn12 (stereo unspecified)
  A: -0.1; B: -0.5; C: -27; D: -1

molecule: O=C(COC(=O)c1ccc([N+](=O)[O-])o1)NCc1ccc(F)cc1
  A: 0.1; B: 4.6; C: -4; D: 15

molecule: O=C(Nc1ccc(Br)cc1)N1CCCC(O)C1 (stereo unspecified)
  A: 0.2; B: 0.5; C: -43; D: 7

molecule: CCOC(=O)N1CCN(C(=O)CC2(c3ccccc3F)CC(=O)N(CCOC)C2=O)CC1 (stereo unspecified)
  A: 0.0; B: 0.3; C: 8; D: 5

molecule: O=c1c(F)cn(Cc2ccccc2)c(=O)n1Cc1ccccc1
  A: 0.5; B: -1.7; C: 1; D: 0

molecule: O=C(NCc1cccc(C(F)(F)F)c1)c1cnc(-c2csc3ccccc23)s1
  A: 0.3; B: 2.4; C: -7; D: -2

molecule: c1cncc(CNc2nc(N3CCOCC3)nc(N3CCOCC3)n2)c1
  A: -0.1; B: -0.5; C: 0; D: -3

molecule: COc1ccc([C@@H]2C[C@H](C(=O)N3CCN(C)CC3)N(C)S(=O)(=O)N2)cc1OC
  A: 0.1; B: 1.4; C: -7; D: -14

molecule: O=C(OCc1nc2ccccc2s1)c1cccc(Br)c1
  A: 0.4; B: -1.8; C: 3; D: 10

molecule: Cc1ccccc1C(=O)Nc1ncc(Cc2ccccc2)s1
  A: 0.3; B: -1.4; C: -49; D: 7

molecule: CC(NC(=O)COC(=O)c1ccc(F)cc1F)c1ccccc1 (stereo unspecified)
  A: -0.1; B: 1.4; C: 0; D: -3

molecule: CCn1cc(/C=C(\NC(=O)c2ccccc2)C(=O)NCCO)c2ccccc21
  A: 0.0; B: 0.0; C: -2; D: 7

molecule: O=C(c1cnc2ccccn12)N1CCCC1
  A: 0.1; B: 1.8; C: 0; D: -22

molecule: COc1ccc(-n2ncc3c(Nc4cc(C)cc(C)c4)ncnc32)cc1
  A: 0.1; B: -0.8; C: 6; D: 0

molecule: COc1ccc(N)cc1NC(=O)CN1CCOCC1
  A: 0.0; B: 0.2; C: -5; D: 13

molecule: COc1ccc(OC)c(-n2c(CNC(=O)c3ccc(S(=O)(=O)N(C)C)cc3)nnc2SCC(=O)N2CCc3ccccc32)c1
  A: 0.0; B: -0.6; C: -5; D: 6

molecule: O=C(NC(=S)N1CCOCC1)c1ccc2c(c1)OCO2
  A: -0.2; B: 0.5; C: 3; D: -9

molecule: Cc1c(Cl)cccc1Nc1ccccc1C(=O)O
  A: 0.2&0.0; B: 7.5*!; C: -6; D: -1&2

molecule: CCN1CCN(C(c2ccccn2)c2c(C)[nH]c3ccccc23)CC1 (stereo unspecified)
  A: 0.1; B: -1.7; C: 5; D: -6

molecule: Cc1ccc(C)c(Cc2c(C)nc3c(C(=O)NCCc4ccccc4)cnn3c2C)c1
  A: -0.1; B: 1.2; C: -9; D: -3

molecule: CN1CCN(/N=C/c2ccc(-c3ccccc3)cc2)CC1
  A: -0.1; B: -5.7; C: -36; D: 0

molecule: Cc1nnc(SCC(=O)c2ccc(Oc3ccccc3)cc2)s1
  A: 0.0; B: -1.6; C: -9; D: 2

molecule: O=C(CSc1nc2ccccc2[nH]1)NNC(=S)Nc1ccccc1
  A: 0.1; B: 1.7; C: -5; D: 9

molecule: COc1cccc(NC(=O)CSc2nc3ccccc3nc2Cc2ccc(F)cc2)c1
  A: 0.3; B: -0.5; C: 7; D: 1

molecule: Cc1ccc2cc3c(N)c(C(=O)Nc4ccc5c(c4)OCO5)sc3nc2c1
  A: -0.1; B: 0.2; C: -23; D: 5

molecule: C=CCNS(=O)(=O)c1ccc(C(=O)O)cc1
  A: -0.1; B: 0.6; C: -9; D: 1

molecule: COc1ccc2cc3c(N)c(C(=O)Nc4ccc(N5CCOCC5)cc4)sc3nc2c1
  A: 0.4; B: -1.3; C: 3; D: -16

molecule: O=C(Nc1ccc(Cl)c([N+](=O)[O-])c1)c1ccc(-c2ccccc2)cc1
  A: -0.1; B: 0.1; C: -2; D: 2

molecule: CCc1nnc(NC(=O)CSc2nnc(C(C)C)n2CCOC)s1
  A: 0.0; B: -0.4; C: 10; D: 3

molecule: CC1CCc2c(sc(NC(=O)c3cc4nc(-c5ccco5)cc(C(F)(F)F)n4n3)c2C#N)C1 (stereo unspecified)
  A: 0.0; B: 1.2; C: -4; D: -4

molecule: CC1(C)CC(=O)C2=C(C1)N(Cc1cccnc1)C(=O)NC2(C(F)(F)F)C(F)(F)F
  A: -0.1; B: 0.0; C: -4; D: -5

molecule: COC(=O)C1=CNC=C(C(=O)OC)C1c1ccc(F)c(F)c1
  A: 0.0; B: -1.4; C: -1; D: -25

molecule: COc1cc(C2CC(C(F)(F)F)n3ncc(C(=O)Nc4cccc(Cl)c4)c3N2)cc(OC)c1OC (stereo unspecified)
  A: -0.1; B: -0.2; C: -15; D: -6

molecule: COC(=O)c1sc(N2C(=O)C(=O)/C(=C(/O)c3ccc(Cl)cc3)C2c2ccc(C)cc2)nc1C (stereo unspecified)
  A: 0.0; B: -0.2; C: -6; D: -4

molecule: COc1ccc(CNc2c(C)c(C)nc3ncnn23)cc1
  A: 0.0; B: 0.7; C: 26; D: 12

molecule: Cc1c(S(C)(=O)=O)c(N)n(Cc2ccccc2)c1C
  A: 0.4; B: -1.9; C: -3; D: 6

molecule: COc1ccc(NC(=O)CC2C(=O)N(c3ccc(Cl)cc3)C(=S)N2CCN2CCOCC2)cc1 (stereo unspecified)
  A: 0.2; B: -1.8; C: 7; D: -8

molecule: Cn1ccnc1C(NC(=O)Cc1ccc(F)cc1)c1ccc(F)c(F)c1 (stereo unspecified)
  A: 0.0; B: -0.5; C: 1; D: 8

molecule: CN1CCC(N(C)Cc2ccc(Cl)cc2)CC1
  A: -0.1; B: 1.4; C: -11; D: 53*

molecule: CCOC(=O)C1CCN(c2ncnc3c2nnn3Cc2ccccc2Cl)CC1
  A: 0.0; B: -0.5; C: -4; D: -7

molecule: Cc1ccc(C(C)C)c(OCC(=O)NNC(=O)COc2ccccc2C)c1
  A: 0.0; B: -0.3; C: -1; D: -13

molecule: COc1ccc(C(=O)N2CCCC(c3ccnc4ncnn34)C2)cc1Cn1nc(C)cc1C (stereo unspecified)
  A: 0.0; B: 0.3; C: -7; D: 1

molecule: Cc1cc(NC(=O)c2cccc([N+](=O)[O-])c2)ccc1O
  A: 0.0; B: -1.8; C: 22; D: -7

molecule: CCOc1ccc(C2CC(=O)Nc3cc4c(cc32)OCO4)cc1Cl (stereo unspecified)
  A: 0.0; B: -0.8; C: 18; D: 25

molecule: Cc1ccc2c(=O)cc(-c3ccc(Cl)cc3)oc2c1
  A: 0.0; B: 1.3; C: -12; D: -2

Record cards, as listed above:
`Cc1cc(NC(=O)c2cccc([N+](=O)[O-])c2)ccc1O` is listed with FBW7 act: 0.0; GPR151 ag: -1.8; TEAD-YAP block: 22; MITF inh: -7
`CN1CCC(N(C)Cc2ccc(Cl)cc2)CC1` is listed with FBW7 act: -0.1; GPR151 ag: 1.4; TEAD-YAP block: -11; MITF inh: 53*
`CCOc1ccc(C2CC(=O)Nc3cc4c(cc32)OCO4)cc1Cl` (stereo unspecified) is listed with FBW7 act: 0.0; GPR151 ag: -0.8; TEAD-YAP block: 18; MITF inh: 25

4 structures from above, arranged by heavy-atom count, rising:
Letters: A = FBW7 act; B = GPR151 ag; C = TEAD-YAP block; D = MITF inh
molecule: COc1ccc(CNc2c(C)c(C)nc3ncnn23)cc1
  A: 0.0; B: 0.7; C: 26; D: 12

molecule: COC(=O)C1=CNC=C(C(=O)OC)C1c1ccc(F)c(F)c1
  A: 0.0; B: -1.4; C: -1; D: -25

molecule: Cn1ccnc1C(NC(=O)Cc1ccc(F)cc1)c1ccc(F)c(F)c1 (stereo unspecified)
  A: 0.0; B: -0.5; C: 1; D: 8

molecule: CC1(C)CC(=O)C2=C(C1)N(Cc1cccnc1)C(=O)NC2(C(F)(F)F)C(F)(F)F
  A: -0.1; B: 0.0; C: -4; D: -5

More compounds follow:
Letters: A = FBW7 act; B = GPR151 ag; C = TEAD-YAP block; D = MITF inh
molecule: COC(=O)CSc1nnc(C)n1-c1ccc(N(C)C)cc1
  A: -0.1; B: 5.6*; C: 1; D: -18

molecule: Cc1ccc(N/C=C/C(=O)c2ccc(C)o2)c(O)c1
  A: -0.2; B: 1.9; C: -45; D: -6

molecule: COc1cccc(C2CC(=O)C(C=Nc3ccc(C)cc3)=C(O)C2)c1 (stereo unspecified)
  A: 0.0; B: 0.8; C: -3; D: -9

molecule: Cc1ccc(N2C(=O)C(=O)/C(=C(/O)c3ccc(Cl)cc3)C2c2cccnc2)cc1Br (stereo unspecified)
  A: 0.6; B: -0.9; C: -8; D: 10

molecule: C1=CC2c3cccc4c3N(CC2C1)c1ccccc1S4 (stereo unspecified)
  A: -0.1; B: 0.9; C: 4; D: -1

molecule: CC(=O)Nc1ccc(Cl)c2c1C(=O)c1ccccc1C2=O
  A: -0.1; B: 1.3; C: 9; D: 13

molecule: COc1cc(CCN2C(=O)c3cccc4cccc(c34)C2=O)c(S(=O)(=O)N2CCCC2)cc1OC
  A: 0.0; B: 1.6; C: -3; D: 7

molecule: C=CCc1cc(/C=C2/NC(=O)N(Cc3ccccc3F)C2=O)cc(OC)c1O
  A: 0.1; B: -0.5; C: 18; D: -8

molecule: CCC(C)NCc1nc2ccccc2c(=O)[nH]1 (stereo unspecified)
  A: 0.2; B: -1.7; C: -10; D: 0

molecule: O=C(O)CSc1nnc(NC(=O)c2ccc(Cl)cc2Cl)s1
  A: 0.6; B: -1.0; C: 10; D: 16

molecule: O=C(CSc1nc2ccccc2c(=O)n1CC1CCC(C(=O)N2CCN(c3ccccc3)CC2)CC1)c1ccccc1 (stereo unspecified)
  A: 0.2; B: 2.0; C: -21; D: 0

molecule: COc1cc(CNS(=O)(=O)c2ccc3[nH]c4c(c3c2)CCCC4)cc(OC)c1OC
  A: 0.0; B: -1.4; C: 6; D: -2

molecule: Nn1c(SCC(=O)Nc2ccc(F)cc2)nnc1-c1ccccc1Cl
  A: 0.0; B: -1.8; C: 12; D: 15

molecule: CCOC(=O)c1cnc(SCC(=O)Nc2sc3c(c2C(=O)OC)CCC3)nc1N
  A: 0.2; B: 0.9; C: -2; D: 0

molecule: COC(=O)/C=C/C(=O)Nc1ccccc1O
  A: -0.2; B: 2.6; C: -8; D: 5

molecule: COc1ccccc1/C=C1/C(=O)NC(=O)N(c2ccccc2OC)C1=O
  A: -0.6; B: -0.4; C: 10; D: 7

molecule: N#Cc1ccc(NC(=O)CSc2ccc(Br)cc2)cc1
  A: 0.0; B: 0.6; C: -8; D: -15

molecule: CCOC(=O)C1CCN(C(=O)c2sc3ncn(CC(=O)Nc4ccc(C)c(Cl)c4)c(=O)c3c2C)CC1
  A: -0.1; B: 0.7; C: -3; D: -8

molecule: Nc1sc(-c2ccccc2)n[n+]1Cc1cccc2cccnc12
  A: 0.1; B: 3.9; C: 1; D: 10

molecule: OCCC1CN(Cc2cccc3cnccc23)CCN1CC1CCCCC1 (stereo unspecified)
  A: 0.1; B: -0.4; C: -6; D: -4

molecule: CC1(C)CC(=O)N(CC(=O)NCc2ccc(F)cc2)c2ccccc2S1
  A: 0.0; B: 0.3; C: -6; D: -6

molecule: O=C(O)CCC(=O)Nc1sc2c(c1C(=O)Nc1ccc(Cl)cc1)CCCC2
  A: -0.1; B: 1.6; C: 1; D: -7

molecule: COc1ccc([N+](=O)[O-])cc1CSc1nc2ccc(NC(=O)c3ccccc3Cl)cc2s1
  A: -0.1; B: 0.0; C: 11; D: 0

molecule: O=C1C2=C(Nc3ccc4ccccc4c3C2c2ccc(OCc3ccccc3F)cc2)c2ccccc21 (stereo unspecified)
  A: -0.2; B: 0.9; C: 4; D: -7

molecule: CCOC(=O)CCCCNCc1cccs1
  A: 0.2; B: -0.9; C: -6; D: 27

molecule: Cc1cc(C)n(-c2ccc(Nc3ccc(NC(=O)c4ccccc4Br)cc3)nn2)n1
  A: -0.1; B: 1.3; C: -20; D: 8

molecule: COC(=O)[C@@H]1CCCN1Cc1ccc2c(c1)CN(C1CCSCC1)CCO2
  A: -0.1; B: -0.1; C: 11; D: -1

molecule: CC(C)(C)C(=O)[C@H]1[C@H](c2cccs2)C(C#N)(C#N)[C@@H]2c3ccccc3C=CN21
  A: -0.1; B: -0.1; C: 3; D: 11

molecule: Cc1ccccc1C(=O)N(c1cccc(Cl)c1)C1C=CS(=O)(=O)C1 (stereo unspecified)
  A: 0.1; B: 0.4; C: -11; D: 12

molecule: CC(C)(C)C(=O)N1CCN(c2ccc([N+](=O)[O-])cc2F)CC1
  A: 0.0; B: -0.1; C: -6; D: -18

molecule: Cc1ccc(NC(=O)Cn2cc3c(n2)CCCC3)c(C)c1
  A: -0.2; B: 0.6; C: 1; D: -2

molecule: CCN(CC)S(=O)(=O)c1nnc(NC(=O)COc2ccccc2)s1
  A: 0.0; B: 1.7; C: -9; D: -12

molecule: CCCn1cc(SCC(=O)Nc2ccc3c(c2)OCO3)c2ccccc21
  A: -0.2; B: -1.0; C: -2; D: -4

molecule: CCCCCNC(=O)C(C)N(c1ccc(Cl)cc1)S(C)(=O)=O (stereo unspecified)
  A: 0.1; B: 0.4; C: -1; D: -23
